High-throughput results from PubChem.
CHRM1 antagonist – blocks human M1 muscarinic receptor. AID 588852. CHO-K1 hM1, Fluo-8 calcium fluorescence, ACh EC80 antagonist. actives 1.3% (n = 360,000). inhibition, % at 3 µM;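 active = percent inhibition above its own plate's cutoff, namely the mean of that plate's compound wells plus 3 SD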;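 note: peak over basal fluorescence ratio during 140 s after agonist addition; 0% = ACh EC80 plus DMSO and 100% = DMSO alone without agonist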
Target sequence (P11229 whole entry, looked up): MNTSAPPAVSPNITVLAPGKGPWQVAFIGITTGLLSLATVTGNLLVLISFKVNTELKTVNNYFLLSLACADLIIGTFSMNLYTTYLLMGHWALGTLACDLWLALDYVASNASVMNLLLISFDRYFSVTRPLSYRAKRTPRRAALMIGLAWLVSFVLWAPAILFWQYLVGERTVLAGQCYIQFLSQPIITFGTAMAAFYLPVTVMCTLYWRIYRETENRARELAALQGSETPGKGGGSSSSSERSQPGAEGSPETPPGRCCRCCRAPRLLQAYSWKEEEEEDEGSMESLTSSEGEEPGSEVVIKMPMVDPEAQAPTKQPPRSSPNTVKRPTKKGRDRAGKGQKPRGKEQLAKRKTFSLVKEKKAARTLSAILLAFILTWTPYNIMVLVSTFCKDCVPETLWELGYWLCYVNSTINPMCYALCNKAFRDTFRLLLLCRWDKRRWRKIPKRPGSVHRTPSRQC
M1 PAM parental – counter-screen for M1 PAMs: effect in parental CHO-K1 cells; ATP EC20, Fluo-8 calcium fluorescence; 0% at ATP EC20, 100% at ATP max; activation, % at 3 µM; actives 0.02% (n = 360,000); AID 602247;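 active = activation above the run cutoff, the mean activation of all test compounds plus 3 SD, cut at about 40% in these data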;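 note: peak over basal fluorescence ratio in a 140 s read after ATP addition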
CHO-K1 Ca antag – nonselective inhibitor or artifact in parental CHO-K1 cells; ATP-induced calcium, Fluo-8 fluorescence; inhibition, % at 3 µM; actives 0.6% (n = 360,000);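 active = inhibition above a per-plate cutoff, the plate's mean sample inhibition plus 3 SD, cut at about 24% in these data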;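 note: 0% = DMSO plus EC80 ATP and 100% = DMSO alone without ATP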
CHO parental Ca – signal in parental CHO cells, OX1R antagonist counter-screen; parental CHO-K1, ATP-induced calcium, Fluo-8 fluorescence; inhibition, % at 5.6 µM; actives 0.63% (n = 330,000);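 active = inhibition above that plate's mean sample inhibition plus 3 SD, cut at about 26% in these data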;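 note: 0% = ATP-challenged DMSO wells and 100% = DMSO wells without ATP; some compounds past the cut are filed as inactive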
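material = parental CHO cells | also added = ATP as calcium-mobilizing challenge | dosing = single point at 5.6 µM | detection = intracellular calcium via Fluo-8 no-wash fluorescent dye | read-out = % inhibition | benchmarks = low control ATP plus DMSO, high control DMSO only | repeats = one well per compound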
CHO-K1 Ca ag – counter-screen for M1 agonists: effect in parental CHO-K1 cells | Fluo-8 calcium fluorescence; scaled to maximal ATP response, vehicle zero | activation, % at 3 µM | actives 0.48% (n = 360,000) | AID 602248; in the data active = activation above about 15%;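 note: untransfected CHO-K1 host cells lacking M1 receptor as counterscreen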
M1 ag – activates human CHRM1 receptor; P11229; CHO-K1 hM1, Fluo-8 calcium fluorescence, agonist mode; 0% DMSO, 100% acetylcholine EC100; activation, % at 3 µM; actives 0.33% (n = 360,000); AID 588814;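 active = activation above the run's mean compound activation plus 3 SD, cut at about 16% in these data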;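 note: peak over basal fluorescence ratio within a 140 s kinetic read after compound addition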
TAAR1 antagonist – antagonists of human TAAR1. Q96RJ0. CHO RD-HGA16 TAAR1, Fluo-8 calcium fluorescence, antagonist. inhibition, % at 3 µM. actives 1.5% (n = 360,000). AID 624466;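 active = inhibition above a per-plate cutoff, the mean inhibition of test compounds on that plate plus 3 SD, cut at about 49% in these data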;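 note: 0% = DMSO plus EC80 beta-PEA response and 100% = DMSO alone without agonist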
Target sequence (Q96RJ0 whole entry, looked up): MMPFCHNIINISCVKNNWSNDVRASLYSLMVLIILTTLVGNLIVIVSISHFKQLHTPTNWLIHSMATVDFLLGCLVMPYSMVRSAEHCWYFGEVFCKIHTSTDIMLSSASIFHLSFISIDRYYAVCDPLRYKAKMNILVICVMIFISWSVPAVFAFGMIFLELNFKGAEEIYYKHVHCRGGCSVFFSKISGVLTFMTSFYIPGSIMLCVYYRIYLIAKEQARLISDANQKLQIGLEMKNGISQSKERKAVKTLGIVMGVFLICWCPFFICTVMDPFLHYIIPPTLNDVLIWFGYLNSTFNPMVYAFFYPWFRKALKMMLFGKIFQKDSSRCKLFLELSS
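Test system: hTAAR1-expressing CHO RD-HGA16 cells, Gα16-coupled; Probe or stimulus: EC80 β-phenethylamine stimulus; Compound dosing: single nominal final test compound concentration of 3 µM; Timing: 140 s kinetic read after compound, 140 s after agonist; Signal: Fluo-8 calcium-sensitive fluorescence; Measure: % inhibition of agonist calcium response; Controls: DMSO and EC80 PEA controls.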
CHRM1 PAM – positive allosteric modulators of human M1 muscarinic receptor. P11229. CHO-K1 hM1, Fluo-8 calcium fluorescence, ACh EC20; 0% = ACh EC20, 100% = maximal ACh. activation, % at 3 µM. actives 0.088% (n = 360,000); in the data active = activation above about 19%, passing the limit was not always enough
TAAR1 agonist – agonists of human TAAR1. activation, % at 3 µM. AID 624467. CHO RD-HGA16 TAAR1, Fluo-8 calcium fluorescence; vehicle wells 0%, saturating PEA agonist 100%. Q96RJ0. actives 0.99% (n = 360,000);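 active = activation above the mean activation of all test compounds in the run plus 3 SD, cut at about 38% in these data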
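Assay system – CHO-derived RD-HGA16 cells with stable Gα16 and human TAAR1 · Compound dosing – one-point dosing at 3 µM (nominal) · Incubation – 17-24 h seeding, 75 min 37 °C dye, 30 min RT · Measured by – kinetic Fluo-8 calcium fluorescence · Control set – DMSO vehicle as 0%, PEA at EC100 as 100% · Repeats – single well for each compound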
* = called active by the depositor; / = not tested or not shown.

SMILES	CHRM1 antagonist	M1 PAM parental	CHO-K1 Ca antag	CHO parental Ca	CHO-K1 Ca ag	M1 ag	TAAR1 antagonist	CHRM1 PAM	TAAR1 agonist
CCCC1S/C(=N/N=C/c2ccc(C)cc2)N(Cc2ccc(OC)cc2)C1=O (stereo unspecified)	-7	26	-4	-3	1.3	-5	-9	10	11
Cc1ccc(C(=O)Nc2cccnc2)cc1C	16	21	-14	/	1.0	-3	5	-5	3
CN1CCN(C(=O)CCc2nnc3ccc(N4CCC5(CC4)OCCO5)nn23)CC1	1	15	-3	-7	0.5	-2	-17	-1	0
CCC(=O)C1CCCN(C(=O)c2ccc(OC)c(OC3CCN(C(C)=O)CC3)c2)C1 (stereo unspecified)	-2	-12	4	-15	0.2	-2	-21	5	6
Cc1ccc(C)c(NC(=S)N(C2CCCCC2)C(C)c2cccnc2)c1 (stereo unspecified)	-7	17	-10	-1	1.3	-5	6	4	0
COc1ccccc1CNC(=O)c1sccc1C	-16	-2	-6	-10	0.7	-4	-12	13	0
Oc1ccc(N=Nc2ccccc2-c2nn[nH]n2)c(O)c1	-25	4	-9	-1	0.1	-2	-13	17	5
Cc1c(Cc2ccccc2)c(=O)oc2cc(OCC(=O)N3CCC(C(N)=O)CC3)ccc12	-15	23	-5	-7	0.2	-10	-4	8	0
COc1ccc(C(=O)NCc2c(C)oc(C)c2C(=O)O)cc1	-7	-8	3	-6	-0.3	1	-1	-1	1
COc1cc(NC(=S)NCCc2c[nH]c3ccccc23)c(OC)cc1Cl	9	0	1	-12	1.1	0	40	-2	11
CCOC(=O)N1CCN(c2c(N3CCN(c4ccc(OC)cc4)CC3)c(=O)c2=O)CC1	-2	9	9	-9	-0.2	-4	-6	3	-2
O=C(COC(=O)CNS(=O)(=O)c1ccc(Cl)cc1)NC1CCCCC1	-1	-14	1	/	0.7	-1	-8	10	1
Cc1cc(-c2nnc(SCC(=O)Nc3ccccc3Cl)n2C)no1	-5	19	-10	-8	1.7	-3	-32	1	5
CCN(CC)C(=O)c1ccc(Oc2ccc([N+](=O)[O-])cc2Cl)cc1	-2	-12	4	-26	5.3	-5	20	1	9
O=C(CCN1CCN(c2ccccc2)CC1)N/N=C/c1ccc(O)c(O)c1O	6	-6	9	/	-0.7	0	1	3	2
CCOC(=O)c1nc2sc3c(c2c(=O)[nH]1)CCCC3	-1	13	-7	-19	0.5	-2	-7	4	-3
CCc1cc(=O)oc2cc(OC(=O)CN3C(=O)NC4(CCCC4)C3=O)ccc12	-4	9	2	-6	0.5	-1	-2	11	2
Cc1cc(C(=O)N2CCCC(N3CCN(c4ccc(F)cc4)CC3)C2)c(C)o1 (stereo unspecified)	-5	6	-3	-26	-0.2	-5	-19	7	-1
c1csc(COc2ccccc2CNC2CCCCC2)c1	1	-8	4	-9	0.5	-7	-6	-12	6
CCCC(=O)OCC(=O)Nc1ccc2c(c1)OCO2	-8	19	-9	4	0.5	-3	-10	7	1
CC(=O)c1ccc(N(CC(=O)NC2CCS(=O)(=O)C2)S(=O)(=O)c2ccc(C)cc2)cc1 (stereo unspecified)	-11	16	-10	-15	0.8	-3	-36	4	10
COCCNC(=O)C1(C)Cc2c(-c3ccc4c(c3)OCO4)ccnc2O1 (stereo unspecified)	-11	15	-17	/	0.1	-2	-10	5	0
COc1ccc(OC)c(NC(=O)CCN2CCN(c3ccccc3OC)CC2)c1	-14	10	1	-24	1.5	-2	-20	6	5
Cc1ccc2nc(C)c(C(=O)N/N=C/c3ccc(N4CCOCC4)cc3)cc2c1	-4	14	-13	-5	1.4	-5	-11	5	2
COc1ccc(CCNC(=O)c2ccc([N+](=O)[O-])cc2)cc1	1	5	-6	-8	6.7	-2	8	-1	6
SMILES	CHRM1 antagonist	M1 PAM parental	CHO-K1 Ca antag	CHO parental Ca	CHO-K1 Ca ag	M1 ag	TAAR1 antagonist	CHRM1 PAM	TAAR1 agonist
CCSc1nc(O)cc(=O)n1-c1ccc(OC)cc1	-1	13	-2	-6	0.2	-6	-9	4	10
CCN1CCN(/C=N/c2nc3c(s2)CCCC3)CC1	-18	5	0	-4	7.5	-9	-13	12	1
COc1ccc(C)cc1S(=O)(=O)N(CC(=O)Nc1ccc2c(c1)OCCO2)Cc1ccccc1	8	11	-7	-11	1.2	-8	/	-5	/
CC1(C)CC(NC(=O)COc2ccccc2Cl)CC(C)(C)N1	-3	6	2	8	-0.7	-9	-5	13	4
O=C(O)c1ccc(CNCc2ccccc2F)cc1	4	15	4	1	3.5	-4	18	-6	0
O=C(NCc1ccccc1)C1CCC(CNc2c(N3CCCCC3)c(=O)c2=O)CC1 (stereo unspecified)	-5	5	-2	7	0.2	0	11	5	0
COc1ccccc1CCNC(=O)C(=O)NCC1OCCCN1S(=O)(=O)c1ccc(F)cc1C (stereo unspecified)	-6	13	-8	-18	2.0	-2	4	1	58*
O=C(COC(=O)c1cc(S(=O)(=O)N2CCOCC2)ccc1F)NC1CCCCC1	1	7	-4	-16	0.2	-4	-12	2	0
COc1ccc(C#Cc2c(-c3ccsc3)oc3ccc(-c4cc(OC)c(OC)c(OC)c4)cc23)cc1	-5	-3	-5	-8	-0.1	-2	-6	11	3
CCOC(=O)c1ccc(NC(=O)c2nc[nH]c2C(=O)N2CCC(C)CC2)cc1	-15	9	-17	-22	0.6	-3	15	0	6
Cc1ccnc(NS(=O)(=O)c2ccc(NC(=O)c3cccc(Cl)c3)cc2)n1	-7	16	-9	/	0.3	-5	-8	4	1
COc1cc(C2Nc3ccccc3C(=O)N2c2ccc(Cl)cc2)c(Cl)cc1OCC(=O)O (stereo unspecified)	-3	5	-7	-9	0.2	-5	-4	3	2
CC(=O)NCC(=O)N1CCCC(C(=O)c2ccc(Oc3ccccc3)cc2)C1 (stereo unspecified)	-5	4	-2	-20	1.1	-13	-1	1	5
CC1CC(C)CN(C(=O)C2CC(=O)N(c3ccc4c(c3)OCCO4)C2)C1 (stereo unspecified)	-5	-3	-7	-17	2.5	-3	-2	4	10
CCOc1ccc(C2NC(=O)c3ccccc3O2)cc1 (stereo unspecified)	-3	6	10	-20	-0.1	-4	1	10	8
Cc1ccc(N(C(=O)c2csnn2)C(C(=O)NC2CCCCC2)c2cccnc2)c(C)c1 (stereo unspecified)	10	-9	-4	-15	0.5	-4	3	1	9
Cc1csc(NC(=O)CSc2nnc(C)c(=O)n2N)n1	3	-3	-7	-6	0.7	-4	-4	0	5
COCCNS(=O)(=O)c1cc(C(=O)O)ccc1OC	-4	19	-9	-11	1.0	-8	-9	11	2
CCC(C)N(C(=O)c1csnn1)C(C(=O)NCc1ccc(F)cc1)c1ccccc1 (stereo unspecified)	-5	20	-19	-24	2.9	-6	-9	-5	15
C=CCn1c(CCNC(=O)c2ccc(Cl)c(Cl)c2)nnc1SCCOc1ccc(OC)cc1	6	3	-16	-23	2.7	-6	/	-10	/
COc1ccccc1-c1cnc(C(O)c2ccc(C)cc2C)[nH]1 (stereo unspecified)	-15	15	-11	/	2.2	-1	-5	6	2
O=C(NC1CCCCC1)C1CCN(c2ncccn2)CC1	-8	-1	-9	-5	0.4	2	2	10	1
N#CCc1nc(CSc2nc3ccccc3s2)cs1	-27	-14	-2	-7	0.6	-2	8	4	-2
Cc1oc(-c2cccs2)nc1CN1CCN(Cc2ccc(F)c(F)c2)C(CCO)C1 (stereo unspecified)	-14	17	-4	-5	0.2	-3	3	8	2
CSCCC(NC(=O)c1ccc(C(C)(C)C)cc1)C(=O)O (stereo unspecified)	-6	-7	-12	-2	-0.7	-5	4	5	0
CC(NC(=O)CCOc1ccccc1)c1ccccc1 (stereo unspecified)	1	-7	6	-7	0.1	-3	11	-1	1
O=C(NCc1ccccn1)NC1CCCCC1	-8	-9	7	-8	0.0	-5	-10	7	1
COc1cc(C2CC(c3ccccc3)=NN2c2ccccc2)ccc1OCC(=O)O (stereo unspecified)	4	7	0	1	-0.1	-8	-9	1	10
CCOc1ccc2nc(COC(=O)c3cccc([N+](=O)[O-])c3)c(C(C)=O)[n+]([O-])c2c1	-14	8	-10	-20	0.9	-2	-32	7	5
c1ccc(CCN=C2CCCc3c2[nH]c2ccccc32)cc1	-6	-18	12	-7	2.1	-3	96*	7	95*

Shown field by field: part of the list above.
CSCCC(NC(=O)c1ccc(C(C)(C)C)cc1)C(=O)O (stereo unspecified)
  CHRM1 antagonist: -6; M1 PAM parental: -7; CHO-K1 Ca antag: -12; CHO parental Ca: -2; CHO-K1 Ca ag: -0.7; M1 ag: -5; TAAR1 antagonist: 4; CHRM1 PAM: 5; TAAR1 agonist: 0

CC(NC(=O)CCOc1ccccc1)c1ccccc1 (stereo unspecified)
  CHRM1 antagonist: 1; M1 PAM parental: -7; CHO-K1 Ca antag: 6; CHO parental Ca: -7; CHO-K1 Ca ag: 0.1; M1 ag: -3; TAAR1 antagonist: 11; CHRM1 PAM: -1; TAAR1 agonist: 1

Some of these compounds in order of SMILES length, smallest number first.
SMILES	CHRM1 antagonist	M1 PAM parental	CHO-K1 Ca antag	CHO parental Ca	CHO-K1 Ca ag	M1 ag	TAAR1 antagonist	CHRM1 PAM	TAAR1 agonist
O=C(O)c1ccc(CNCc2ccccc2F)cc1	4	15	4	1	3.5	-4	18	-6	0
CC(NC(=O)CCOc1ccccc1)c1ccccc1 (stereo unspecified)	1	-7	6	-7	0.1	-3	11	-1	1
CCOc1ccc(C2NC(=O)c3ccccc3O2)cc1 (stereo unspecified)	-3	6	10	-20	-0.1	-4	1	10	8
COCCNS(=O)(=O)c1cc(C(=O)O)ccc1OC	-4	19	-9	-11	1.0	-8	-9	11	2
Cc1csc(NC(=O)CSc2nnc(C)c(=O)n2N)n1	3	-3	-7	-6	0.7	-4	-4	0	5
c1ccc(CCN=C2CCCc3c2[nH]c2ccccc32)cc1	-6	-18	12	-7	2.1	-3	96*	7	95*
COc1ccccc1-c1cnc(C(O)c2ccc(C)cc2C)[nH]1 (stereo unspecified)	-15	15	-11	/	2.2	-1	-5	6	2
CC1CC(C)CN(C(=O)C2CC(=O)N(c3ccc4c(c3)OCCO4)C2)C1 (stereo unspecified)	-5	-3	-7	-17	2.5	-3	-2	4	10
O=C(NCc1ccccc1)C1CCC(CNc2c(N3CCCCC3)c(=O)c2=O)CC1 (stereo unspecified)	-5	5	-2	7	0.2	0	11	5	0
CCC(C)N(C(=O)c1csnn1)C(C(=O)NCc1ccc(F)cc1)c1ccccc1 (stereo unspecified)	-5	20	-19	-24	2.9	-6	-9	-5	15
C=CCn1c(CCNC(=O)c2ccc(Cl)c(Cl)c2)nnc1SCCOc1ccc(OC)cc1	6	3	-16	-23	2.7	-6	/	-10	/
COc1cc(C2Nc3ccccc3C(=O)N2c2ccc(Cl)cc2)c(Cl)cc1OCC(=O)O (stereo unspecified)	-3	5	-7	-9	0.2	-5	-4	3	2
COc1ccc(C#Cc2c(-c3ccsc3)oc3ccc(-c4cc(OC)c(OC)c(OC)c4)cc23)cc1	-5	-3	-5	-8	-0.1	-2	-6	11	3
